S3 lipid droplet: qHTS Assay for Lipid Storage Modulators in Drosophila S3 Cells. Drosophila S3 cells, BODIPY lipid droplet fluorescence, 18-24 h; cells fed with added oleic acid. lipid storage change, negative = inhibition, % at the top dose, mostly 46.1 µM; hits show Potency in µM. hit rate 0.64% among 320,000; active = well fitted inhibition curve with a large enough effect in the signal ratio, with a control signal flat, not every such curve was filed as active; inconclusive = small, poorly fitted or top-dose-only effect, or effect the other way, or a change in a side signal; the % refers to the signal ratio
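Drosophila S3 cells loaded with oleic acid (400 uM, as added) and compounds at several concentrations; lipid droplets imaged by 488-nm laser-scanning cytometry, 500–530 nm intensity and object ratio to cell channel. Percent activity normalized to 20 uM Triacsin C.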
S3 lipid droplet cell count max: further read-out of S3 lipid droplet, marked with its call; cell number change, %; measured here: cell count max response;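 cells counted by Cell Tracker Red CMTPX staining in the red channel; peak over a dose series mostly up to 46.1 µM; percent activity relative to internal control wells on each plate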
Starred values were filed as active, the others as inactive; i = inactive; u = inconclusive; x = no result given. % is scaled to controls: 0 for no effect and ±100 for the full control effect; potency is read from the fitted curve at half-maximal effect.

Fields – S3 lipid droplet | S3 lipid droplet cell count max
CN(CCCC(=O)N1CCCC(C(N)=O)C1)S(=O)(=O)c1ccc(F)cc1 (centres undefined)
 : u | x
CCc1ccc(NC(=O)C(=O)NCC2CCCN2S(=O)(=O)c2cccs2)cc1 (centres undefined)
 : u | x
CC(C)CCNC(=O)C1CCCN(S(=O)(=O)c2ccc3c(c2)CC(C)N3C(=O)C2CC2)C1 (centres undefined)
 : u | x
COc1ccccc1N(CC(=O)NCc1ccc(F)cc1)C(=O)CCC(=O)Nc1ccccn1
 : 3.4% | 24.5
CCn1c(=O)c(=O)n(CC)c2cc(N3CCCCC3)c(NC(=O)c3ccc(Cl)cc3)cc21
 : 19.1% | 16.5
Cc1cc(C)c(C(N)=O)c(Nc2ccc(F)cc2)n1
 : u | x
CCOCCCNC(=O)c1ccc(/C=C2\Oc3ccccc3N(C)C2=O)cc1
 : 4.4% | -2.8
Cn1cc(CC(=O)NCCCN2CCOCC2)c2ccccc21
 : -4.1% | x
COc1ccc(OC)c(-c2nnc(-c3ccc(C)o3)o2)c1
 : u | x
C/C(=N\NC(=O)Cc1ccc(Cl)cc1)c1cccc(NC(=O)c2cccnc2)c1
 : u | x
Cc1ccc2cc(CCNC(=O)CC(C)(C)C)c(=O)[nH]c2c1C
 : 20.7% | 1.0
O=C(NCCNc1ccc(Cl)cc1[N+](=O)[O-])c1ccccc1F
 : u | x
O=C(Cn1c(=O)oc2cc(S(=O)(=O)N3CCCC3)ccc21)NCc1ccccn1
 : u | x
CCOC(=O)CSc1nnc(-c2ccco2)n1-c1ccccc1
 : u | x
O=C(NCCc1nnc2ccc(NCCCN3CCOCC3)nn12)c1ccccc1F
 : u | x
Cc1cc(C(=O)NNC(=O)c2cccc([N+](=O)[O-])c2)n[nH]1
 : 11.8% | -11.6
COc1ccc(/C=N\NC(=O)c2ccccc2Br)cc1COc1ccc(F)cc1
 : -4.6% | 2.5
CSc1ccccc1NC(=O)Nc1cccc(Cl)c1C
 : 5.2% | 1.5
Cc1c(OC(C)C(=O)O)ccc2c3c(c(=O)oc12)CCCC3 (centres undefined)
 : u | x
CC(C)CNC(=O)NC(=O)CSc1nc2ccccc2n1CC(C)C
 : i | x
NC(=O)c1ccc(C(F)(F)F)cn1
 : -8.3% | x
COc1cc(S(N)(=O)=O)c(OC)cc1N
 : 4.7% | 25.6
C=CC(O)Cc1c(C)n[nH]c1C (centres undefined)
 : -3.2% | 0.1
CCOC(=O)N1CCN(C(=S)NCCOC)CC1
 : u | x
O=C(NN1C(=O)/C(=C/c2cccs2)SC1=S)c1ccccc1
 : -1.0% | -3.2
Cc1ccc(CSc2nnc(-c3ccccc3N)c(=O)[nH]2)cc1
 : u | x
Cn1c(CCNC(=O)c2ccccc2)nc2cc(NC(=O)c3ccco3)ccc21
 : u | x
CCOC(=O)c1cc(C)sc1NC(=O)CN1CCN(C(=O)C2CCCO2)CC1 (centres undefined)
 : i | -15.5
CCN1CCc2nc(NC(=O)CC(c3ccccc3)c3ccccc3)sc2C1
 : u | x
Cc1ccc(CCNC(=O)Cn2cccc2)cc1
 : -4.9% | -14.0

Whole records, quoted from the list.
CCOC(=O)c1cc(C)sc1NC(=O)CN1CCN(C(=O)C2CCCO2)CC1 (centres undefined) reads S3 lipid droplet = i; S3 lipid droplet cell count max = -15.5
CC(C)CNC(=O)NC(=O)CSc1nc2ccccc2n1CC(C)C reads S3 lipid droplet = i; S3 lipid droplet cell count max = x

More records follow.
Fields – S3 lipid droplet | S3 lipid droplet cell count max
CC(C)COC(=O)C1[C@H]2C(=O)N(Cc3cccs3)C[C@]23C=C[C@H]1O3 (some centres undefined)
 : u | x
CCOC(=O)N1CCN(C(=O)CSc2ccc(-c3ccc(OC)cc3)nn2)CC1
 : -31.2% | -13.3
CCOc1ccccc1N1CCN(C(=O)COc2ccc3c(C)cc(=O)oc3c2)CC1
 : u | x
Cc1c(C(=O)N(C)c2cccc(Cl)c2)cnn1-c1ccccc1
 : u | x
O=C(CCC(=O)c1cccs1)NC(c1ccccc1)c1ccccc1
 : -20.1% | 1.5
O=C(CCCc1ccccc1)NCc1ccccc1Cl
 : -23.5% | 12.0
CCOCCC(=O)Nc1cc(Cl)ccc1OC
 : u | x
CCOc1ccc(C(C)=O)cc1COc1ccc(C)nc1[N+](=O)[O-]
 : -26.5% | 5.8
C[C@@H](C(=O)N1CCNCC1)n1cc(CCC(=O)O)nn1
 : 0.6% | 4.2
Oc1ccc(Oc2ccc(Oc3ccc(O)cc3)cc2)cc1
 : 16.7% | 6.6
CCOc1ccc(C2C(C#N)=C(N)Oc3cc(C)[nH]c(=O)c32)cc1OC (centres undefined)
 : 17.7% | -0.4
CCCCNC(=O)COn1nnc2ccc(S(=O)(=O)N3CCOCC3)cc21
 : 4.9% | 0.2
COCCn1c(SCC(=O)N2CCCCC2)nc2cccnc21
 : i | 6.5
Cc1noc(C)c1CSc1nnc(-c2ccccc2)o1
 : 13.2% | 4.8
Cc1cccc(OCc2nnc(SCC(=O)N3c4ccccc4CC3C)n2C)c1C (centres undefined)
 : u | x
CCOC(=O)N1CCN(S(=O)(=O)c2ccc(Cl)cc2)CC1
 : i | 24.3
C=CCNC(=S)N1CCN(CCN=CC2=C(O)CC(c3ccc(Cl)cc3)CC2=O)CC1 (centres undefined)
 : u | x
Cc1cc[n+](CCC(=O)O)c2ccccc12
 : u | x
Cc1nc2c(-c3ccccc3)cnn2c(N2CCOCC2)c1C
 : 2.91µM* | -16.7*
CCOC(=O)N1CCN(C(=O)CN(CC)S(=O)(=O)c2cc(C)ccc2OC)CC1
 : u | x
CC1CCN(C2=NC(=O)/C(=C/c3cn(-c4ccccc4)nc3-c3cccc(S(=O)(=O)N(C)C)c3)S2)CC1
 : i | 4.6
CN(C)C(CNC(=O)CCc1nc2ccccc2s1)c1ccccc1 (centres undefined)
 : u | x
CSc1ccc(Cl)c(C(=O)N2CCN(c3ncccn3)CC2)c1
 : i | 28.0
CNc1n[nH]c(=S)s1
 : u | x
CCC(c1nnc(SCC(=O)N2CC(=O)Nc3ccccc32)n1Cc1ccccc1)N(C)C (centres undefined)
 : u | x
COc1cc(OC)c(C(=O)/C=C/c2ccccc2)c(O)c1O
 : -10.1% | -29.3
O=C(CSc1ccc(Cl)cc1)OCC(=O)N1CCN(c2ccccc2)CC1
 : u | x
Cn1c2ccccc2c2n[nH]c(=S)nc21
 : 7.3% | -5.3
C=CCN1C(=O)C(CCCC)NC1=S (centres undefined)
 : -2.6% | 0.8
Cc1nnc2c(SC(C)C)nc3ccccc3n12
 : u | x

Further results
Fields – S3 lipid droplet | S3 lipid droplet cell count max
C=CCNC(=O)c1cc2nc(C3CC3)cc(C(F)F)n2n1
 : i | x
CCCCNc1c2c3c(cccc3n(C)c1=O)C(=O)c1ccccc1-2
 : u | x
CSc1ncc(CN2CCc3c([nH]c4ccccc34)C2c2cccc(O)c2)cn1 (centres undefined)
 : u | x
COc1ccc(/C=C2\SC(=S)N(CCCC(=O)N3CCCCC3CCO)C2=O)cc1 (centres undefined)
 : i | -3.8
Clc1ccccc1OCc1nc(-c2ccccn2)no1
 : u | x
O=C(Nc1ccc2c(c1)C(=O)NC2=O)c1cc(Cl)ccc1Cl
 : 2.2% | 27.2
O=C(O)/C=C/C(=O)NCc1cn(-c2ccccc2)nc1-c1cccc(Br)c1
 : 4.1% | -0.5
Cc1csc(NC(=O)Cc2ccc(Br)cc2)n1
 : i | -9.1
COc1ccc(NC(=O)CN(C)C(=O)c2ccc(COc3ccccc3)cc2)cc1
 : 16.5% | -6.2
CC1CCN(S(=O)(=O)c2ccc(NC(=S)NC(=O)c3ccc(Cl)cc3)cc2)CC1
 : u | x
COc1cccc(NC(=O)C(=O)N/N=C/c2cc(C)n(-c3ccc(Cl)c(Cl)c3)c2C)c1
 : -1.9% | 4.2
Cc1sc2ncnc(SCC(=O)N3CCCC(C(N)=O)C3)c2c1C (centres undefined)
 : u | x
C#CCNc1c(C)c(C)nc2ncnn12
 : i | x
O=C(CSc1nc2ccccc2c(=O)n1NC(=O)c1ccccc1)c1ccccc1
 : u | x
COc1ccccc1NC(=O)C(C)OC(=O)C1COc2ccccc2O1 (centres undefined)
 : u | x
CC(C)=CC(=O)OCC(=O)Nc1ncc(Cl)c(C)c1Cl
 : u | x
CC(C)Nc1nc(NC(C)(C)C)nc(Oc2ccc(=O)n(C)n2)n1
 : 0.5% | 19.9
COc1ccc(C(c2sc3nc(C)nn3c2O)N2CC(C)OC(C)C2)cc1OC (centres undefined)
 : 0.8% | 16.8
CC(C)(C)N(NC(=O)Nc1ccccc1)C(=O)c1ccccc1Cl
 : u | x
CS(=O)(=O)N1CCN(c2ccccc2NC(=O)c2cccnc2Cl)CC1
 : u | x
COc1ccc(C(=O)N/C(=C\c2ccco2)C(=O)NCc2cccnc2)cc1
 : u | x
CCCN=C1CC(C)(C)CC(=O)/C1=C(/O)CCCN1C(=O)c2ccccc2C1=O
 : 2.4% | x
Clc1ccc(-c2nc3ncccn3c2Nc2ccc3c(c2)OCCO3)cc1
 : 7.8% | 12.6
O=C(NCCN1CCCCC1)c1cc(Cl)ccc1Cl
 : u | x
COc1ccc(Nc2ccccc2)c(C)c1
 : u | x
COc1ccc(CN2CCN(C(=O)C3CC(=O)N(C4CCCCCC4)C3)CC2)c(OC)c1OC (centres undefined)
 : -28.8% | 22.9
Cc1cc(C)c2nc(N(CCCN(C)C)C(=O)c3ccc4c(c3)CCCC4)sc2c1
 : u | x
Cc1ccc(CCCOC(=O)CN2CCCCC2)cc1
 : 0.3% | 0.7
Cc1cc(C)c2c(CN3CCCCC3)cc(=O)oc2c1
 : i | 18.2
CCN1CCN(C(=S)c2ccc(Cl)cc2)CC1
 : u | x

(continued)
Fields – S3 lipid droplet | S3 lipid droplet cell count max
Cc1ccc(-c2cc(C(=O)NN3CCOCC3)c3cc(Br)ccc3n2)o1
 : u | x
COc1ccccc1-c1cc(SC)c(C#N)c(=O)o1
 : u | x
CSc1ncc(CN2CCN(C(C)C)C(CCO)C2)cn1 (centres undefined)
 : 0.2% | 3.9
COc1ccc(-c2nc3nc(C)cc(=O)n3[nH]2)cc1
 : i | -16.1
Cc1nn(C)cc1CNC(=O)Nc1cccc(Cl)c1
 : u | x
Cc1ccc2oc3nc(C)c(C(=O)Nc4cccc(C(F)(F)F)c4)cc3c(=O)c2c1
 : 17.0% | -10.1
COc1ccccc1CNC(=O)Cc1ccccc1
 : u | x
COc1ccc(C(=O)NNC(=O)CCn2nnc(-c3ccc(Cl)cc3)n2)cc1OC
 : u | x
O=C(NCCCCc1ccccc1)c1ccc(Br)cc1
 : 9.3% | -0.7
COc1ccc(CCNS(=O)(=O)c2csc(C(N)=O)c2)cc1OC
 : u | x
COC(=O)c1cc2c(=O)n3ccccc3nc2n(C)c1=N
 : u | x
N#CCSc1nnc(COc2ccccc2)n1-c1ccccc1
 : u | x
CC(SCC(=O)Nc1ccc(F)cc1)c1nc2ccccc2c(=O)[nH]1 (centres undefined)
 : -0.8% | 13.3
c1ccc(-n2c(SCc3ccncc3)nnc2-c2ccco2)cc1
 : u | x
CNc1nc(-c2ccc3c(c2)CCN3C(=O)c2ccccc2F)c(C)s1
 : 1.4% | 19.8
O=C(c1ccccc1)N1CCN(CCc2ccccc2)CC1
 : u | x
O=S(=O)(NCc1ccccc1F)NCc1ccccc1F
 : u | x
O=c1[nH]c(=O)n(Cc2ccccc2)c2c1C(C(F)(F)F)(C(F)(F)F)N=C(c1ccco1)N2
 : -13.2% | -5.0
Cc1ccccc1OCc1nnc(SCC(=O)Nc2ccc(N3CCOCC3)c(Cl)c2)n1C
 : u | x
COc1ccccc1C(=O)NCCC(=O)N(C)CC(=O)Nc1c(Cl)cccc1Cl
 : 24.3% | x
COC(=O)c1ccc(Nc2nc(C)nc3c2nnn3Cc2ccccc2)cc1
 : u | x
CCOC(=O)N1CCC(NC(=O)c2cccc3c2C(=O)N(Cc2cccnc2)C3)CC1
 : i | 6.5
CC(C(=O)NN=C(c1ccccc1)c1ccccc1)N1CCCC1 (centres undefined)
 : u | x
Cc1cc(NS(=O)(=O)c2ccc(NC(=O)Cc3ccc(Cl)c(Cl)c3)cc2)no1
 : u | x
COc1ccccc1N(C)S(=O)(=O)c1ccc(C(=O)OCC(=O)Nc2ccccc2F)cc1
 : u | x
Cc1cccc(C)c1OCc1nnc(SCC(=O)NCc2ccccc2)o1
 : u | x
Cc1cc(Br)ccc1NC(=O)C1CCN(C(=O)c2ccco2)CC1
 : u | x
COc1cc(C(=O)Nc2ccc(NC(=O)c3ccccc3)nc2)cc(OC)c1OC
 : u | x
COC(=O)C1=C(C)Nc2nnnn2C1c1cccnc1 (centres undefined)
 : 0.8% | 3.0
CCc1ccccc1NC(=O)c1cc(S(=O)(=O)N(C)C)ccc1N1CCCC1
 : 17.7% | 3.5

4 consecutive compounds from above, quoted:
Fields – S3 lipid droplet | S3 lipid droplet cell count max
COc1ccc(CCNS(=O)(=O)c2csc(C(N)=O)c2)cc1OC
 : u | x
COC(=O)c1cc2c(=O)n3ccccc3nc2n(C)c1=N
 : u | x
N#CCSc1nnc(COc2ccccc2)n1-c1ccccc1
 : u | x
CC(SCC(=O)Nc1ccc(F)cc1)c1nc2ccccc2c(=O)[nH]1 (centres undefined)
 : -0.8% | 13.3

Source: PubChem BioAssay

This is a subset; the hit share may differ from the screen's.
